Screening results deposited in PubChem BioAssay by several laboratories.
RPL19A TOR yeast = alters RPL19A-GFP fluorescence in TOR pathway yeast screen | 330,000 tested, 0.3% active | AID 2025 | percent response vs DMSO, % at 10 µM | S. cerevisiae RPL19A-GFP strain, flow cytometry, 3 h; stronger effect = lower value;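 active means percent response vs DMSO below 50%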;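 further: median channel GFP fluorescence of the barcoded RPL19A-GFP strain; ratio of sample median GFP to plate DMSO average so 100% = DMSO; lower means less RPL19A-GFP as with rapamycin TOR inhibition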
proCasp7 act = counter-screen: procaspase-7 (human) activation | recombinant procaspase-7, Ac-DEVD-pNA absorbance 405 nm; D23A/D198A/D206A triple mutant, cannot self-cleave; scale: DMSO 0, 5 µM enzyme 100 | activation, % at 8.5 µM | AID 463210 | 330,000 tested, 0.093% active;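 active means percent activation above the screen-wide mean plus 3 SD, cut at about 25% in these data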
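Assay system: Uncleavable procaspase-7 mutant enzyme; Input: 2 µM procaspase-7 mutant as dispensed; Also added: DEVD-pNA substrate; Medium: Zinc-free HEPES pH 7.4 with 300 mM NaCl, 0.01% Triton X-100; Timing: 1 h compound preincubation, 2 h substrate cleavage, 25 °C; Measured by: Epi-absorbance of released pNA at 405 nm, two timepoints.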
LAP4-GFP MLPCN = alters LAP4-GFP fluorescence in TOR pathway yeast screen | S. cerevisiae LAP4-GFP multiplex, flow cytometry GFP, 3 h; median GFP as percent of DMSO wells | GFP response vs DMSO, % at 10 µM | 320,000 tested, 0.34% active | AID 2023;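 active means GFP response vs DMSO above a set limit, about the screen mean plus 3 SD, cut at about 150% in these data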
EBNA-1 inh = blocks EBNA-1 binding to DNA; AID 1950; 300,000 tested, 0.34% active; inhibition, % at 14.8 µM; EBNA-1 DNA binding, fluorescence polarization; in the data active means inhibition above about 28%
procasp3 activ = activators of human procaspase-3; P42574; recombinant procaspase-3 D3A, Ac-DEVD-pNA absorbance 405 nm; activation, % at 8.5 µM; 330,000 tested, 0.11% active; AID 463141;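 active means activation above the mean of all tested compounds plus 3 SD, cut at about 21% in these data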;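 further: 0% = DMSO alone and 100% = DMSO wells spiked with extra 5 µM PC-3 D3A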
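Test system: Procaspase-3 D3A mutant, all three cleavage aspartates alanine | Dosing: Single dose, 8.5 µM nominal compound, 0.8% DMSO | Schedule: 1 h preincubation, 2 h reaction | Technique: 405 nm absorbance of p-nitroaniline, reads at 0 and 120 min | Repeats: One well per compound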
AHR act = human AHR activation | activation, % at 5 µM | AHR-responsive luciferase reporter cells, luminescence | P35869 | 320,000 tested, 2.5% active; in the data active means activation above about 47%;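 further: 0% = vehicle wells and 100% = reference agonist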
ZTA counter = counter-screen for EBNA-1 inhibitors: inhibitors of Epstein-Barr virus ZTA | 320,000 tested, 0.15% active | P03206 | inhibition, % at 11 µM | AID 2234 | ZTA-DNA binding, fluorescence polarization; in the data active means inhibition above about 33%
MEP2 TOR yeast = alters MEP2-GFP fluorescence in TOR pathway yeast screen; S. cerevisiae MEP2-GFP strain, flow cytometry GFP, 3 h; 100% = DMSO control level; GFP response vs DMSO, % at 10 µM; 330,000 tested, 0.51% active;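 active means GFP response versus DMSO above a set limit, roughly screen mean plus 3 SD, cut at about 180% in these data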;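 further: median GFP fluorescence of the barcode-gated MEP2-GFP cells per well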
* hit, by the source's call; · = no result given.

Every second line gives: RPL19A TOR yeast, proCasp7 act, LAP4-GFP MLPCN, EBNA-1 inh, procasp3 activ, AHR act, ZTA counter, MEP2 TOR yeast
- C=CCn1c(CSc2nc3ccccc3s2)nnc1SCC(=O)NCCN1CCOCC1
  97, -8, 103, 4, -4, 1, -3, 114
- Cc1cc(C)c(N(C(=O)c2csnn2)C(C(=O)NC(C)(C)C)c2ccncc2)c(C)c1 (stereo not given)
  105, 1, 100, -1, 4, -1, -1, 107
- CC(C)C(NC=C1C(=O)OC(C)(C)OC1=O)C(=O)O (stereo not given)
  95, 10, 102, 9, 0, -1, -1, 108
- Nc1nc(NCCO)nc(NCc2ccccc2)c1[N+](=O)[O-]
  89, -7, 109, 13, -3, 10, 2, 91
- CCOc1ccccc1N1CCN(Cc2cnc(-c3ccccc3)[nH]2)CC1
  88, 6, 97, 2, 4, 0, -4, 87
- CN(C)S(=O)(=O)c1cccc(NC(=O)c2ccccc2OCc2ccc(F)cc2)c1
  101, -6, 92, 9, 2, 6, 5, 102
- O=C(Cn1ncc2c(=O)oc3ccccc3c21)N1CCc2ccccc2C1
  103, 6, 111, -10, 0, 1, 11, 101
- CCCc1nn(C)c(C(N)=O)c1[N+](=O)[O-]
  94, -1, 116, -18, 8, 17, -19, 111
- CC(=O)Nc1ccc2cc3ccc(NC(C)=O)cc3nc2c1
  80, -6, 91, -10, -2, 107*, 0, 127
- COc1cc2c(cc1OC)C(C)N(C(=O)c1ccc(Cl)c(S(=O)(=O)N3CCCCC3)c1)CC2 (stereo not given)
  105, -11, 105, -16, 8, 10, -3, 107
- O=S(=O)(/C(=C/c1ccc(C(F)(F)F)cc1)c1nc2ccccc2[nH]1)c1ccccc1
  98, -1, 104, 4, 0, 1, 11, 94
- O=C(O)C1CCN(C(=O)COc2ccc3c4c(c(=O)oc3c2)CCCC4)CC1
  100, -15, 99, 3, 5, 2, -6, 99
- COc1ccc2c(c1OC)C(=O)OC2CC(=O)c1ccc(O)cc1 (stereo not given)
  103, 18, 112, -15, 18, 0, -21, 105
- CC(C(=O)OCc1nnc(-c2ccccc2)o1)N1C(=O)C2CCCCC2C1=O (stereo not given)
  99, 5, 101, 8, 12, -1, 3, 99
- COC(=O)c1oc2ccccc2c1NC(=O)/C=C/C(=O)O
  97, -3, 106, -2, -3, 12, 1, 96

In a second layout: results already given
Nc1nc(NCCO)nc(NCc2ccccc2)c1[N+](=O)[O-]
- RPL19A TOR yeast = 89
- proCasp7 act = -7
- LAP4-GFP MLPCN = 109
- EBNA-1 inh = 13
- procasp3 activ = -3
- AHR act = 10
- ZTA counter = 2
- MEP2 TOR yeast = 91
CCOc1ccccc1N1CCN(Cc2cnc(-c3ccccc3)[nH]2)CC1
- RPL19A TOR yeast = 88
- proCasp7 act = 6
- LAP4-GFP MLPCN = 97
- EBNA-1 inh = 2
- procasp3 activ = 4
- AHR act = 0
- ZTA counter = -4
- MEP2 TOR yeast = 87

Remaining list, next part
Every second line gives: RPL19A TOR yeast, proCasp7 act, LAP4-GFP MLPCN, EBNA-1 inh, procasp3 activ, AHR act, ZTA counter, MEP2 TOR yeast
- CCOC(=O)c1c(S(=O)(=O)NCC(=O)Nc2ccc(C)cc2)c(C)n(C)c1C
  102, 9, 96, -9, -3, 4, 22, 104
- CC(=O)c1ccc(NC(=O)CNC2CCCCC2)cc1
  107, -3, 93, -7, -10, 0, -10, 109
- O=C(NNC(=O)c1cccs1)c1ccc(Cl)cc1
  92, 1, 102, 6, -1, -4, -18, 103
- CCC(=O)Nc1ccc(NC(=O)CSc2nc3c(c(=O)n(C)c(=O)n3C)n2CC)cc1
  104, 3, 95, 1, 4, 1, 3, 111
- Cc1nn(CC(O)COc2ccc3c(c2)CCC3)c(C)c1Br (stereo not given)
  90, 12, 98, 3, 0, 2, -5, 94
- O=C(COc1ccc(/C=N/NC(=O)c2ccncc2)cc1)Nc1cccc([N+](=O)[O-])c1
  102, 6, 90, -9, 8, 6, -9, 107
- CC1Nc2ncnc(N3CCN(c4ccccc4)CC3)c2N(Cc2ccc(Cl)cc2)C1=O (stereo not given)
  103, -3, 114, 5, 6, 2, -2, 95
- CCOC(=O)N/N=C/c1c(F)c(F)c(F)c(F)c1F
  102, 0, 106, 12, 10, 1, 1, 108
- O=C(Nc1ccc(S(=O)(=O)N2CCCCC2)cc1)C1CC(=O)N(c2ccc(Cl)cc2)C1 (stereo not given)
  102, 4, 98, 0, -1, 2, -9, 102
- CCCCN(CCCC)S(=O)(=O)c1ccc(NS(=O)(=O)c2ccc(NC(C)=O)cc2)cc1
  ·, 0, 96, 8, 9, -3, 11, 94
- COCCCNC(=S)N1CCN(Cc2ccc3c(c2)OCO3)CC1
  102, 4, 94, 0, -4, 3, 2, 96
- CCOC(=O)CSc1nc2ccccc2c(=O)n1CCN1CCOCC1
  103, 6, 100, 9, -3, 0, 16, 100
- O=C(NCCc1csc(-c2ccccc2)n1)c1c(F)cccc1Cl
  103, 3, 101, -5, 6, 34, 1, 91
- Cc1cc(-c2ccc(C)c(S(=O)(=O)NCC3CCN(Cc4ccccc4F)CC3)c2)on1
  96, 9, 103, 9, 10, -1, 6, 98
- Cc1ccc(C)c(CN2C(=O)NC3(CCCCCC3)C2=O)c1
  109, 4, 95, 12, 8, 0, 10, 107

Three compounds drawn at random from those above, as already listed:
Every second line gives: RPL19A TOR yeast, proCasp7 act, LAP4-GFP MLPCN, EBNA-1 inh, procasp3 activ, AHR act, ZTA counter, MEP2 TOR yeast
- O=C(Nc1ccc(S(=O)(=O)N2CCCCC2)cc1)C1CC(=O)N(c2ccc(Cl)cc2)C1 (stereo not given)
  102, 4, 98, 0, -1, 2, -9, 102
- O=C(NCCc1csc(-c2ccccc2)n1)c1c(F)cccc1Cl
  103, 3, 101, -5, 6, 34, 1, 91
- CCOC(=O)CSc1nc2ccccc2c(=O)n1CCN1CCOCC1
  103, 6, 100, 9, -3, 0, 16, 100

(more compounds)
Molecule	RPL19A TOR yeast	proCasp7 act	LAP4-GFP MLPCN	EBNA-1 inh	procasp3 activ	AHR act	ZTA counter	MEP2 TOR yeast
CCC(NC(=O)/C(=C\c1ccc2c(c1)OCO2)NC(C)=O)C(=O)O (stereo not given)	101	-2	98	5	9	-6	11	108
O=C(CC1C(=O)NCCN1C(=O)Nc1ccccc1)Nc1cccc(C(F)(F)F)c1 (stereo not given)	99	13	98	-6	4	14	-26	101
O=C(CSc1ccccc1)N1CCCC(N2CCN(c3ccccc3)CC2)C1 (stereo not given)	98	-1	94	-9	5	10	0	95
O=S(=O)(Nc1cc(Cl)ccc1-n1cncn1)c1ccc(F)cc1	98	-3	97	·	4	6	-3	99
CCN(CC)S(=O)(=O)c1ccc(OC)c(NC(=O)c2cccs2)c1	97	9	99	-16	4	1	11	95
C#CCOCCOCCOCCNc1nc(N2CCN(C(=O)CCCCCCCCCCNC(=O)[C@H]([C@@H](C)CC)n3cc(CCCCN=C(N)N)nn3)CC2)nc(N2CCN(C(=O)CCCCCCCCCCNC(=O)[C@H](CCCN=C(N)N)n3cc(C[C@@H](C)CC)nn3)CC2)n1	75	-7	165*	2	-1	2	137*	106
O=C(NC1=NCCS1)c1cccc(OC(F)F)c1	95	12	108	3	-7	11	3	90
COc1ccccc1CCNC(=O)Nc1cccc([N+](=O)[O-])c1	95	-4	84	-10	-2	-2	-19	88
Cn1c(NCc2ccc(Cl)cc2)nc2ccccc21	98	-14	103	-4	-3	33	7	99
Cc1ccsc1/C=N/N1CCOCC1	103	-1	94	-9	4	4	6	102
CC(C)Oc1cccc(C(=O)Nc2ccc(CN3CCOCC3)cc2)c1	98	-4	99	-1	-2	-2	9	104
CCCn1nnnc1NC(=O)c1cc(Cl)ccc1Cl	106	-1	101	1	2	3	-14	105
COc1ccc(-n2c(C)nc(=O)c(-c3ccccc3)c2C)cc1	101	18	105	11	10	4	-3	109
COc1ccc(-n2c(=S)[nH]c3ncccc3c2=O)cc1	101	1	105	8	-5	3	4	101
CCOc1ccc(C2NC(=O)NC(c3ccccc3)=C2C(C)=O)cc1OC (stereo not given)	109	3	99	-1	0	-1	4	108
Cc1ccc(C(NC(=O)N2CCCCC2)=C(Cl)Cl)cc1F	102	13	95	12	2	1	-9	106
O=C(c1ccc(-n2cccc2)cc1)N1CCCCC1	92	-4	100	-14	4	-5	-21	95
Cc1ccc(S(=O)(=O)N2CC(=NN=C(N)N)C2)cc1	100	-1	96	4	7	1	-10	100
CCCCOc1cccc(C2C(C(=O)c3cccs3)=C(O)C(=O)N2Cc2cccnc2)c1 (stereo not given)	103	-15	100	4	1	1	10	106
Cc1ccc(-c2nnc(SCC#N)n2N)cc1	102	-1	106	-11	-2	21	-3	111
COc1ccc(NC(=O)CCC(=O)Nc2cc(OC)c(NC(=O)c3cccs3)cc2OC)cc1	99	2	83	9	4	-1	11	100
CSCCC(NC(=O)c1ccccc1)C(=O)N1CCCCCCC1 (stereo not given)	109	3	115	·	2	-1	2	118
COc1ccccc1N1CCN(C(=S)Nc2ccc(S(=O)(=O)N3CCOCC3)cc2)CC1	97	-4	106	-21	1	0	-6	102
CCCCC(=O)OCCNC(=O)c1cc2ccccc2oc1=O	96	10	95	3	-2	-1	-10	98
COc1ccc(-c2[nH]ncc2CN(C)Cc2cc(C)[nH]n2)c(F)c1	92	11	96	-6	-4	0	9	98
CCN(CC)S(=O)(=O)c1cc(NC(=O)C2CSC3(C)CCC(=O)N23)ccc1C (stereo not given)	107	-8	116	·	-44	0	1	99
O=C(NCc1ccco1)c1cnn2c1NC(c1ccc(Br)cc1)CC2C(F)(F)F (stereo not given)	108	-4	113	-7	-2	17	-9	108
CCS(=O)(=O)Nc1cc(-c2nc3cccnc3s2)ccc1C	89	-1	99	1	5	70*	9	94
Cc1cc(C)cc(C(=O)NC(CC(N)=O)c2ccc(N3CCC(Cc4ccccc4)CC3)c([N+](=O)[O-])c2)c1 (stereo not given)	95	0	109	1	-11	4	-9	94
COc1cc(C(=O)NCC(c2ccco2)N2CCCC2)ccc1OCc1c(C)noc1C (stereo not given)	103	0	110	13	1	-2	8	107
CC(C)(C)c1ccc(-c2conc2N)cc1	100	10	105	6	6	25	3	102
COc1cccc(OCC(=O)NCC2CCCO2)c1 (stereo not given)	98	-12	103	·	6	1	·	103
CCn1nnnc1SCC(=O)Nc1ccc(OCc2ccccc2)cc1	97	-3	·	16	2	1	-3	93
